High-throughput results deposited in PubChem BioAssay by NMMLSC.
RGS4-Gao reg – modulates binding of RGS4 to human Galphao; AID 1415; binding response (% of control), % at 10 µM; Multiplexed bead flow cytometry; actives lie on both sides; P09471; 220,000 compounds, 0.33% hits; in the data active means binding response below about 49% or above about 150%; inactive means in between;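 further: fluorescent Galphao activated with aluminum fluoride binding bead-coupled RGS4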
Target sequence (P09471 whole entry, looked up): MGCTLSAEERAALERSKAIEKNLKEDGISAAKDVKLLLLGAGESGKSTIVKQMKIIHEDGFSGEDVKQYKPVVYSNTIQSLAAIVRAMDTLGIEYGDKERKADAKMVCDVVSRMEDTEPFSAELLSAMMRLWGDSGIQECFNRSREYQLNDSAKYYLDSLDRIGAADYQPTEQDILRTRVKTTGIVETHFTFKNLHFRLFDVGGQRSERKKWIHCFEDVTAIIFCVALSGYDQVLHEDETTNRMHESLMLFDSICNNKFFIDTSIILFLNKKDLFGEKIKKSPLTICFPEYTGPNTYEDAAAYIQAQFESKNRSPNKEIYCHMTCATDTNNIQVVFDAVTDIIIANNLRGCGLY
Bim-Bfl-1 – disrupts Bim binding to human Bfl-1; Q16548; Bead-based flow cytometry, Bim-Bfl-1 binding inhibition; inhibition, % at 10 µM; 190,000 compounds, 0.12% hits;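 further: 0% = wells without compound plus tracer and 100% = blocker peptide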
Bcl-W Bim block – human Bim-Bcl-W interaction inhibition. Q92843. bead-based flow cytometry, Bim peptide-Bcl-W binding. inhibition, % at 10 µM. 190,000 compounds, 0.02% hits;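 further: 0% = bound tracer without compound and 100% = peptide blocker; higher means less fluorescent Bim peptide bound to Bcl-W beads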
RGS8-Gao reg – human RGS8-Galphao interaction regulation; AID 1423; 220,000 compounds, 0.34% hits; multiplexed bead flow cytometry, RGS8-Galphao binding; actives lie on both sides; response (percent of control binding), % at 10 µM; P09471; in the data active means response below about 60% or above about 140%; inactive means in between;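 further: Galphao activated as the GDP aluminium fluoride complex binding bead-coupled RGS8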
Bim-Bcl-B – human Bim-Bcl-B interaction inhibition; Q9HD36; bead-based flow cytometry, Bim peptide-Bcl-B binding; inhibition, % at 10 µM; 190,000 compounds, 0.073% hits;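 further: 0% = tracer peptide without compound and 100% = reference inhibitor peptide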
Bcl-XL Bim block – disrupts Bim peptide binding to human Bcl-XL; inhibition, % at 10 µM; 190,000 compounds, 0.04% hits; Q07817; bead flow cytometry, fluorescence; AID 1007
ABCB1 block – blocks JC-1 efflux by human ABCB1 transporter; P08183; CCRF-Adr cells, flow cytometry; inhibition, % at 6.6 µM; 190,000 compounds, 0.067% hits; in the data active means inhibition above about 40%;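 further: 0% = vehicle and 100% = reference inhibitor; higher value means more JC-1 retained so stronger ABCB1 efflux block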
RGS7-Gao – regulators of human RGS7-Galphao interaction; P09471; Multiplexed bead flow cytometry, RGS7-Galphao binding; actives lie on both sides; binding response (% of control), % at 10 µM; 220,000 compounds, 0.35% hits; AID 1439; in the data active means binding response below about 49% or above about 150%; inconclusive means no clear call, values can overlap the other calls; inactive means in between;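 further: fluorescent Galphao held in activated GDP-AlF4 state binding bead-coupled RGS7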
ABCG2 block – human ABCG2 inhibition, ABCB1 as counter-screen | IgMXP3 cells, JC-1 efflux, flow cytometry | 190,000 compounds, 0.1% hits | inhibition, % at 6.6 µM;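 active means inhibition above 80%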;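 further: 0% = DMSO and 100% = nicardipine control wells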
Target sequence (Q9UNQ0 whole entry, looked up): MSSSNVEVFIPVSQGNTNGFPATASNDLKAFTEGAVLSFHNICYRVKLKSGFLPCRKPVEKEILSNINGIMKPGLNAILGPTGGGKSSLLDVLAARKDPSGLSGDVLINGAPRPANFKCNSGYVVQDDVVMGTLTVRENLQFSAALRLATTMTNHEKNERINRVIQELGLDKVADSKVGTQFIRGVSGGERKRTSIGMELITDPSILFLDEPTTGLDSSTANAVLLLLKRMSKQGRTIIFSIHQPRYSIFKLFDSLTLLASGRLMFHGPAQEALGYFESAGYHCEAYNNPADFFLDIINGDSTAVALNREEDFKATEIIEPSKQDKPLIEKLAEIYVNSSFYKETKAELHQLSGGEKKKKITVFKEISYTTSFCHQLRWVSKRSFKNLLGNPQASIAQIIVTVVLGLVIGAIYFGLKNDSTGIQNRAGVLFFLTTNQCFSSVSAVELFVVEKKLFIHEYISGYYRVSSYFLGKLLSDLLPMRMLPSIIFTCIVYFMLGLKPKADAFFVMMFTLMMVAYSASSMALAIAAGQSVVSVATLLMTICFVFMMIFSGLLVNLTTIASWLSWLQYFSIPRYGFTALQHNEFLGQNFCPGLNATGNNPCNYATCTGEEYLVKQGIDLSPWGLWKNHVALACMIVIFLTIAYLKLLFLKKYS
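test system = two drug-resistant human cell lines, ABCG2 and ABCB1 | amount = 3 million cells/mL final, two lines in 1:1 ratio | reagent = JC-1 transporter substrate | doses = one concentration, 6.6 µM final | incubation = 10 min at 25 °C | signal = flow cytometric JC-1 green MFI at 530 nm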
GSH bead fluor – GSH bead compound fluorescence profile; fluorescence (KMESF) at 10 µM; 190,000 compounds, 0.25% hits; AID 1776; GSH beads flow cytometry, compound fluorescence 488/530 nm; active compounds read high; in the data active means fluorescence above about 89;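 further: glutathione beads carrying GST-tagged Bcl family fusion proteins plus one bare bead set; values are compound well signal with DMSO vehicle wells as background; inactives centre near 16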
Bcl-2 Bim block – human Bim-Bcl-2 interaction inhibition; Bead-based flow cytometry, Bim peptide-Bcl-2 binding; AID 950; inhibition, % at 10 µM; 190,000 compounds, 0.06% hits; P10415; in the data active means inhibition above about 40%; inconclusive means no clear call, values can overlap the other calls;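 further: 0% = no compound wells with probe peptide and 100% = reference peptide inhibitor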
The depositor's hits bear a star; ? = inconclusive. Unless noted, no stated cut-off is given here; in the data, active means inhibition above about 40%.

SMILES	RGS4-Gao reg	Bim-Bfl-1	Bcl-W Bim block	RGS8-Gao reg	Bim-Bcl-B	Bcl-XL Bim block	ABCB1 block	RGS7-Gao	ABCG2 block	GSH bead fluor	Bcl-2 Bim block
CC(C(=O)NCc1ccccc1)N1C(=O)C2CC=C(Cl)CC2C1=O (stereo not given)	99	-12	-1	104	-10	-1	0.2	99	0	45	-8
CCOc1ccc(-c2nnc(NC3=NCCCCC3)o2)cc1	100	-14	0	101	-5	-1	0.3	94	1	15	-1
O=C(CSc1ncn[nH]1)NC1CC2CCC1C2 (stereo not given)	105	-7	4	105	-9	3	0.2	104	1	34	-5
CC1N(O)C(C)(C)C(c2ccccc2)=[N+]1[O-] (stereo not given)	82	-5	-7	81	-4	-2	1.2	84	3	103*	-2
COc1ccc(C(=O)C23CC4CC(C2)CC(C(=O)c2ccc(OC)cc2)(C4)C3)cc1	102	-1	0	104	-6	-5	1.5	100	4	19	0
c1cncc(-c2nc(N3CCCCCC3)c3ccccc3n2)c1	101	-1	-2	102	1	0	1.4	101	4	6	0
OCC#Cc1ncc(C(F)(F)F)cc1Cl	105	-4	-2	104	-3	0	-0.1	105	1	27	-2
FC(F)Sc1ccc(-n2cc(-c3ccc(Cl)cc3)[n+]3c2CCC3)cc1	103	-17	-4	101	-7	-9	0.2	99	-1	9	-9
Cc1cc(NS(=O)(=O)c2ccc(NC(=S)NC(=O)c3cccnc3)cc2)no1	102	-7	-2	104	-6	-3	-0.1	107	0	23	-2
CO/N=C(/CNC(=O)c1ccc(F)cc1)c1ccc(Cl)cc1	99	1	-1	102	1	0	1.6	101	18	18	-1
CS(=O)(=O)N(CC(=O)N1CCOCC1)Cc1ccccc1	102	-16	-2	101	-6	-8	-1.9	99	3	33	-9
Cc1cccc(NC(=S)N(Cc2cccs2)Cc2cc3cc(C)cc(C)c3[nH]c2=O)c1	102	-3	-5	104	-9	-9	0.0	104	0	13	-3
CN(C)S(=O)(=O)c1cccn1-c1ncc(C(F)(F)F)cc1Cl	96	-10	2	98	-6	-2	1.1	98	5	10	-11
CC(O)CNc1nc2ccccc2n1CC(=O)NCCc1ccc(Cl)cc1 (stereo not given)	103	-12	2	102	-8	-7	0.4	104	1	60	-5
CCc1ccc(C(=O)NC(CCSC)C(=O)OC)cc1 (stereo not given)	102	-4	0	99	0	1	0.7	?	3	11	-2
Cc1ccc(/C=N/NC(=O)C2=NNC(c3ccccc3)(c3ccccc3)C2)c(O)c1	100	-3	0	101	1	1	-0.5	97	-1	16	0
Cc1cccc(C)c1OCC(=O)Nc1nnc(C2CCCO2)s1 (stereo not given)	109	-9	-4	107	-12	-7	0.9	109	5	17	-18
Cc1nc2ccccc2n1S(=O)(=O)c1ccc(Br)cc1	105	0	0	102	-5	-1	-0.2	103	-4	7	-1
COc1cc(NC(=O)CN2CCN(S(=O)(=O)c3ccc(C(C)C)cc3)CC2)cc(OC)c1	102	0	0	114	0	-3	0.5	105	2	13	-5
Cc1nn(-c2ccccc2)c(N2CCCC2)c1/C=N/NC(=S)Nc1ccccc1F	98	6	-4	102	-6	-7	0.4	96	3	18	2
CCOc1cc2c3c(c1)C1(C(=O)N3C(C)(C)CC2C)C(C#N)=C(N)N2C(=C1C#N)Nc1ccccc12 (stereo not given)	100	0	-3	100	-3	-5	2.5	99	-2	5	-2
CCOc1ccccc1CN1CCN(C2CCSCC2)CC1CCO (stereo not given)	100	-7	-2	98	2	0	0.2	99	1	11	-3
COc1cc(C(c2nnnn2C(C)(C)C)N2CCN(c3nc4ccccc4s3)CC2)ccc1O (stereo not given)	85	0	-4	93	1	-3	-0.6	94	-3	7	0
Cc1ccc(-c2noc(CSc3nnc(CCc4ccccc4)n3-c3ccccc3)n2)cc1	101	4	0	102	-6	0	-0.2	97	0	24	-2
COc1ccc(Br)cc1-c1noc(-c2ccncc2)n1	96	-2	-3	94	0	-2	0.3	96	1	24	0
COc1ccc(OCC(O)CN(C2CCCCC2)C2CCCCC2)cc1 (stereo not given)	100	-15	0	99	-13	-11	-0.7	100	5	36	-7
CC(Sc1nnnn1C)C(=O)Nc1ccc(N2CCOCC2)cc1 (stereo not given)	93	-6	4	96	0	4	0.3	93	1	42	-5
Cc1ccc(Nc2nnc(C)c(=O)[nH]2)cc1	98	-6	3	99	0	1	0.1	?	1	13	0
COC(=O)c1sc(NC(=O)c2ccco2)nc1C	100	1	-1	98	1	0	-2.3	102	-2	23	6
C=CCc1cccc2cc(C(=O)Nc3ccc(F)cc3)c(=O)oc12	86	-14	-6	95	-13	-12	0.4	96	6	16	-10
CC(C)n1c(NCc2cc(Cl)ccc2O)nc2ccccc21	101	0	3	109	-1	2	0.6	105	4	25	-2
Cn1c(/C=C/N2CCOCC2)c(C(=O)c2ccc(Br)cc2)c(=O)n(C)c1=O	97	-1	-3	100	-4	-3	1.4	102	20	16	-1
COCc1cc([C@@H]2C[C@H]3CN(c4ccccc4)C(=O)[C@]34CCCN24)ccc1OC	106	-4	-2	104	-10	-5	0.2	105	1	16	-5
Cc1ccc(N2C(=O)CSC2c2cccnc2)cc1F (stereo not given)	95	-8	0	104	-3	-4	0.0	100	0	19	-1
O=C1CSC(=S)N1/N=C/C=C/c1ccccc1	99	4	2	112	-15	2	-1.0	97	-5	9	7
C=CCn1c(C(CCCC)CC(O)COCC(C)C)n[nH]c1=S (stereo not given)	105	11	-3	110	-52	-1	0.0	112	1	19	1
CCOc1ccc(Cl)cc1S(=O)(=O)n1nnc2ccccc21	99	-1	-3	98	-4	-1	-0.8	102	-4	15	-4
COc1cc(CN2CCN(c3ccccc3F)CC2)cc(OC)c1O	98	-13	0	98	-11	-9	0.1	96	-1	36	-1
CC(C)(C)c1cc(C(F)(F)F)c(C#N)c(=O)[nH]1	103	-5	0	101	-4	2	2.3	105	15	50	-6
CCn1cc(C(=O)NCC2CCCO2)c(=O)c2cc(S(=O)(=O)N3CCCCC3)ccc21 (stereo not given)	110	1	0	96	4	2	0.3	108	3	44	2
C/C(=C\C(=O)OCC(=O)NCc1ccccc1)C(=O)OCC(=O)NCc1ccccc1	97	32	19	89	14	30	0.2	96	4	5	26
Cc1c2cnn(CC(=O)Nc3c(F)c(F)cc(F)c3F)c(=O)c2c(C)n1Cc1ccccc1F	93	-6	-4	100	-2	-3	-0.3	85	-2	7	-5
CCC(C)C(NC(N)=O)C(=O)NC1CCC(C)CC1 (stereo not given)	101	-5	0	101	1	-1	-2.1	100	-3	15	-3
Oc1ccc(CNC2CCCCC2)cc1	95	-7	1	77	-2	-3	-0.1	86	-2	13	-8
COc1ccc(-c2nc3ccccc3c(=O)n2CCCn2ccnc2)cc1	90	-25	-5	94	-7	-9	0.7	90	10	23	-8
O=[N+]([O-])/C=C/c1cn(Cc2ccc(F)cc2)c2ccccc12	92	2	6	80	-5	10	-0.3	89	0	13	3
Fc1ccc2[nH]c3c(Cl)ncnc3c2c1	102	-7	-2	100	-2	-4	0.7	98	7	11	-9
Cc1ccc(C(=O)NNC(=O)OC(C)(C)C)c(Cl)c1	93	0	0	96	0	1	0.3	99	3	18	0
COc1cc(CC(=O)NCCc2ccc(S(N)(=O)=O)cc2)cc(OC)c1OC	101	-12	1	103	-2	-2	0.0	99	0	5	-2
CC(=O)Nc1ccc(SCC(=O)Nc2cc(C)on2)cc1	102	-2	-1	102	-4	-5	0.7	?	6	11	-1
COc1ccc(Cl)cc1N1C(=O)C2CCCN2C1c1sccc1C (stereo not given)	103	3	-1	104	2	5	1.6	103	6	21	3
Cc1cc(=O)n2nc(N3CCC(C(=O)NCc4cccnc4)CC3)sc2n1	98	1	1	105	2	0	-0.3	98	0	80	-1
N#CCCn1nc(-c2ccccc2)cc1Nc1ccccc1NC(=O)c1cccs1	105	-3	7	103	-6	0	0.6	104	1	7	-6
C/C(NCCN1CCOCC1)=C(\C#N)C(N)=O	102	0	-1	101	0	-1	0.9	98	4	14	1
c1cc2ccc3ccc(CN4CCOCC4)c4ccc(c1)c2c34	101	1	0	102	-1	0	0.3	100	3	12	-3
CCOC(=O)C1(CCCc2ccccc2)CCN(C(=O)CCn2cncn2)CC1	93	-8	-2	99	-4	-6	1.3	93	1	9	-2
COC(=O)c1c(N)sc(C(C)=O)c1C	100	-9	1	102	-3	0	0.2	103	3	14	-6
Cc1ccc(S(=O)(=O)/N=C(\CSC(N)=O)Nc2ccccc2)cc1	103	-6	0	104	-2	-3	0.0	101	0	58	0
C/C(CC(=O)NCc1ccc(Cl)cc1)=N\NC(=O)Cc1ccccc1	99	0	-2	96	-2	-6	-0.1	96	0	10	-2
O=C(O)c1c2c(nc3ccccc13)CCCCC2	98	14	9	105	14	7	-0.2	97	-1	9	8

4 consecutive compounds from above, for reference:
SMILES	RGS4-Gao reg	Bim-Bfl-1	Bcl-W Bim block	RGS8-Gao reg	Bim-Bcl-B	Bcl-XL Bim block	ABCB1 block	RGS7-Gao	ABCG2 block	GSH bead fluor	Bcl-2 Bim block
COC(=O)c1c(N)sc(C(C)=O)c1C	100	-9	1	102	-3	0	0.2	103	3	14	-6
Cc1ccc(S(=O)(=O)/N=C(\CSC(N)=O)Nc2ccccc2)cc1	103	-6	0	104	-2	-3	0.0	101	0	58	0
C/C(CC(=O)NCc1ccc(Cl)cc1)=N\NC(=O)Cc1ccccc1	99	0	-2	96	-2	-6	-0.1	96	0	10	-2
O=C(O)c1c2c(nc3ccccc13)CCCCC2	98	14	9	105	14	7	-0.2	97	-1	9	8

Going on with the list:
SMILES	RGS4-Gao reg	Bim-Bfl-1	Bcl-W Bim block	RGS8-Gao reg	Bim-Bcl-B	Bcl-XL Bim block	ABCB1 block	RGS7-Gao	ABCG2 block	GSH bead fluor	Bcl-2 Bim block
COc1ccc(C(=O)CC(Nc2ccc([N+](=O)[O-])cc2)c2ccc(OC)cc2)cc1 (stereo not given)	97	-14	2	98	-7	-1	1.6	100	23	24	-7
COc1ccc(S(=O)(=O)NCc2ccccc2)cc1	103	-4	3	100	-4	0	0.0	99	0	16	-1
O=C(NC(Cc1ccccc1)C(=O)O)/C(=C/c1ccco1)NC(=O)c1cccc(Br)c1 (stereo not given)	101	0	-1	103	0	0	-0.3	102	-3	22	0
CCOC(=O)c1c(CNc2ccncc2)n(C)c2cc(Br)c(O)cc12	105	-7	0	103	-2	0	1.5	?	2	13	-4
O=C(NCCc1ccc(F)cc1)c1n[nH]c2ccccc12	100	-3	-2	102	-4	-3	0.6	103	9	19	-3
O=C(CSc1nnnn1-c1ccc(Cl)cc1)N1CCc2ccccc2C1	94	-8	-1	101	-8	0	0.8	99	6	32	-8
c1ccc(CC2CCCNC2)cc1 (stereo not given)	102	-5	1	102	-3	-3	0.3	101	1	21	-1
Cc1cc(NC(=O)COC(=O)C2CCN(S(=O)(=O)c3cccc(Cl)c3Cl)CC2)no1	102	-18	-2	99	-7	-9	0.1	98	13	27	-13
COc1ccccc1S(=O)Cc1ccc(C(=O)NCc2ccccc2Cl)o1 (stereo not given)	98	-7	-2	98	-12	-5	1.9	98	5	25	-7
